# Screens deposited in PubChem BioAssay by National Center for Advancing Translational Sciences (NCATS).
# TRHR ag = TRH receptor (human) agonism; TRHR cells, calcium flux fluo-8, FDSS agonist mode; actives 0.18% (n = 360,000); AID 493084; P34981; activation, % at 2 µM; in the data active = activation above about 30%; note: 0% is about no effect
#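 Fluo-8-loaded TRHR cells; 10 s baseline, compound added, kinetic Ca2+ fluorescence read 1/s, agonist mode.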
# USP1-UAF1 inh = USP1/UAF1 (human) deubiquitinase inhibition; O94782; actives 0.23% (n = 390,000); recombinant USP1/UAF1, Ub-Rhodamine cleavage fluorescence; AID 743255; Potency, µM (titrated, usually from 57.1 µM), for inactives: at the highest dose activity change, negative = inhibition, usual class: inhibitors; note: potency is the fitted concentration of half-maximal effect; % is set by controls: 0 for no effect and ±100 for the full control effect; nearly all actives have a fitted effect of over 60% in size; inactives centre near -12
#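 Step one: compound is pinned into 1nM USP1/UAF1 in HEPES pH 7.8 buffer with TCEP. Step two: 15 min room-temperature incubation. Step three: Ub-Rho (150nM final) starts cleavage, tracked by fluorescence over six one-minute reads.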
# D2 agonist = activates the human D2 dopamine receptor | HEK293 T-REx D2 cells, calcium flux agonist mode | activation, % at 2 µM | actives 0.53% (n = 340,000) | AID 485358;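 active = activation over 3 SD above normal in the single-dose calcium agonist read, cut at about 30% in these data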; note: 0% is about no effect
# Target sequence (P14416 whole entry, looked up): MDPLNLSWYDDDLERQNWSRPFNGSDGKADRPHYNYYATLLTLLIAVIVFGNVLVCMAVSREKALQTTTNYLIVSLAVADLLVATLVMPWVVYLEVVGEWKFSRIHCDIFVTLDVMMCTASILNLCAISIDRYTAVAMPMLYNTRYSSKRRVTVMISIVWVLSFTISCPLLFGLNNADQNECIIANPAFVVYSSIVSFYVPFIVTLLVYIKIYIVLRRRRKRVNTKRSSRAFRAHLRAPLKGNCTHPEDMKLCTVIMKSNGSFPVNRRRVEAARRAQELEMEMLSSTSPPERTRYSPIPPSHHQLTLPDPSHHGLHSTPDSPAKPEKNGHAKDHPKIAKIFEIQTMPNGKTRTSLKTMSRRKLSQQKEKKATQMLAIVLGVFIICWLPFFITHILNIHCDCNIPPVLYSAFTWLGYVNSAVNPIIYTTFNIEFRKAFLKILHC
#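 HEK293 Trex D2 cells, tetracycline-induced, o/n 30 C 5% CO2; no-wash Ca dye, RT 30–90 min; 10-cycle baseline, 23 nl cpd added, kinetic Ca read 180 s; agonist hits = positive Ca response.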
# IDH1 R132H inh = blocks human mutant IDH1 R132H enzyme; O75874; IDH1-R132H enzyme, NADPH consumption, diaphorase/resazurin fluorescence; Potency, µM (titrated, usually from 76.6 µM), without a hit: at the top dose activity change, negative = inhibition, most hits filed as inhibitors; actives 0.093% (n = 390,000); note: potency is the fitted concentration of half-maximal effect; % is set by controls: 0 for no effect and ±100 for the full control effect; nearly all actives have a fitted effect of over 65% in size
#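 IDH1-R132H (0.5 ug/mL dispensed) in pH 7.5 Tris buffer was preincubated 30 min with compound, then given a substrate mix of 0.016 mM NADPH and 2 mM alpha-KG for 80 min at room temperature; remaining NADPH was read by diaphorase/resazurin fluorescence.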
# D2 antag = antagonizes the human D2 dopamine receptor | P14416 | HEK293 TREx D2 cells, calcium flux, dopamine EC80 | inhibition, % at 10 µM | actives 2% (n = 340,000); in the data active = inhibition above about 30%; note: 0% is about no effect
#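 In this primary screen, negative modulation is detected by tracking calcium flux after an EC80 dopamine challenge in inducible HEK293 T-REx D2 cells preexposed to test compound for 180 s.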
# TrxR1 substrate = substrates of rat thioredoxin reductase 1; O89049; purified TrxR1 substrate turnover, NADPH consumption readout; Potency, µM (series often up to 114 µM), for inactives: at the top dose activity change, negative = substrate turnover; actives 0.01% (n = 390,000); AID 588456; note: potency is the fitted concentration of half-maximal effect; % is set by controls: 0 for no effect and ±100 for the full control effect; nearly all actives have a fitted effect of over 50% in size
# Target sequence (O89049 whole entry, looked up): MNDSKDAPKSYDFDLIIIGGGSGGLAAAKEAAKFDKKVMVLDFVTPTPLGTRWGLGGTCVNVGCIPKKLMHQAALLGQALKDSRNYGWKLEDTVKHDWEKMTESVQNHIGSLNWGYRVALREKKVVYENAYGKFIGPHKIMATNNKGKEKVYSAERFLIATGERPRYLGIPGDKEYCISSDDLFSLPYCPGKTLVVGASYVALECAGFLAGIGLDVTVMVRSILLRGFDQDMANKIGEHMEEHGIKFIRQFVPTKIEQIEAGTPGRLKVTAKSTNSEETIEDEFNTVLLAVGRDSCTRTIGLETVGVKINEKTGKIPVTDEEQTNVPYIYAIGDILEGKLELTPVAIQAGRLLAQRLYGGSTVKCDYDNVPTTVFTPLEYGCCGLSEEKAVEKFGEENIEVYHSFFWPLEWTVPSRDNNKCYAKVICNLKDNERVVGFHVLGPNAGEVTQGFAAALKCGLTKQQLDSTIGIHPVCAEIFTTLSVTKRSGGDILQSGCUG
#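 Rat TrxR1, dispensed at 90 nM, was prereduced with 400 uM NADPH (final) for 5 min at ~22 deg C, then incubated with compound 15 min before 400 uM selenite. A first-read NADPH fluorescence drop versus no-compound background flagged substrates.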
# TRHR enhancer = allosterically enhances the human TRH receptor; TRHR cells, fluo-8 calcium fluorescence, EC20 TRH enhancement; actives 0.66% (n = 360,000); enhancement, % at 2 µM; in the data active = enhancement above about 30%; note: 0% is about no effect
#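 Enhancer read-out: after compound pinning and an initial kinetic agonist-mode read, an EC20 of TRH (10 nM final) was injected and fluo-8 calcium signal (Ex 480/Em 530) followed at 1 s/cycle for 100 cycles in TRHR-expressing cells.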
# PI4K2A block = PI4K2A (human) kinase inhibition. Q9BTU6. purified PI4K2A, ADP-Glo luminescence, 1 h; active compounds read low. activity change, negative = inhibition, % at 76.9 µM. actives 0.13% (n = 420,000). AID 1346378; in the data active = activity change below about -50%; inconclusive = mostly about -30% to -49%;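 note: -100% = wells without enzyme as full effect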
#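 ADP-Glo luminescence measured ADP generated by PI4K2A enzyme (4 ug/mL before mixing) with 1.2 mM PI substrate (pre-mix) and 300 microM ATP (pre-mix). Tris pH7.5 buffer with MgCl2, Triton X-100; 1 h reaction at ambient temperature.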
# TrxR1 inh = inhibitors of rat thioredoxin reductase 1. O89049. recombinant rTrxR1, NADPH fluorescence consumption, selenite substrate. Potency, µM (series often up to 114 µM), for the others: at the highest dose activity change, negative = inhibition, usual class: inhibitors. actives 1% (n = 390,000). AID 588453; note: potency is the fitted concentration of half-maximal effect; % is set by controls: 0 for no effect and ±100 for the full control effect; nearly all actives have a fitted effect of over 65% in size
#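 Rat TrxR1 (90 nM in the dispensed reagent) was pre-reduced with 400 uM NADPH for 5 min at room temperature, then incubated with compound for 15 min. After 400 uM selenite was added, NADPH fluorescence (Ex 340/Em 450 nm) was followed for 8 min.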
# * hit, by the source's call; u = inconclusive; x = not tested or not shown; & = joins results of further samples; [ ] = another dose, or the depositor's remark. Unless noted, calls come from the whole dose curve; as a rule, active = well fitted inhibition curve with a large enough effect; inconclusive = small, poorly fitted or top-dose-only effect; inactive = no such curve, though single readings can be large or run the other way.
Compound,TRHR ag,USP1-UAF1 inh,D2 agonist,IDH1 R132H inh,D2 antag,TrxR1 substrate,TRHR enhancer,PI4K2A block,TrxR1 inh
COc1ccc(C2C(=O)c3ccccc3C2=O)cc1,-0.3,12.4%,1.8,6.7%,2.6,-15.6%,12.9,-4.4&1.5,-14.0%
N#Cc1c(NC(=O)CSc2nnc(-c3ccccc3O)n2-c2ccccc2)sc2c1CCCC2,2.7,2.0%,-0.2,-1.3%,-6.6,12.8%[57.1 µM],8.7,2.8,33.2%[57.1 µM]
COC(=O)COc1cccc(NC(=O)c2cc(OC)cc(OC)c2)c1,-0.8,-15.2%,-0.3,-3.6%,1.3,-2.7%,-3.2,-0.4,21.6%[57.1 µM]
CCOC(=O)c1cnn2c(C(F)(F)F)cc(-c3ccccc3)nc12,-1.8,-8.5%,0.5,-0.8%,14.8,53.8%[activator],0.9,-4.1,5.5%
Cc1ccc(Cl)cc1N1CCN(S(=O)(=O)c2ccc3c(c2)CC(C)N3C(=O)C2CCC2)CC1 (stereo unspecified),-0.6,-13.8%,2.6,-2.2%,x,-5.9%,11.9,3.2,14.3%
COCCn1c(SCC(=O)N(C)C2CCS(=O)(=O)C2)nc2ccccc2c1=O (stereo unspecified),-0.4,-11.5%,x,8.8%,x,-11.9%,5.0,0.6,20.6%[57.1 µM]
Nn1c(SCC(=O)N2CCN(S(=O)(=O)c3ccc(Cl)cc3)CC2)nnc1-c1cccs1,-0.2,-20.3%,0.5,1.5%,-3.9,-8.2%[11.4 µM],-12.5,-9.4,20.3%[11.4 µM]
COc1ccccc1CNc1ncnc2cc(Cl)ccc12,-1.6,-20.6%,0.3,-3.5%,5.4,18.1%[57.1 µM],-3.4,-7.3,10.8%[57.1 µM]
CCOc1ccccc1/C=C(/NC(=O)c1ccccc1)C(=O)NC(C)c1ccccc1 (stereo unspecified),-1.0,-5.3%,-1.3,8.2%,0.2,-11.1%,0.5,-1.4,-11.1%
O=C(NC1CCCCC1)c1ccc(S(=O)(=O)NCc2cccnc2)cc1,-0.4,0.9%,-0.5,-1.8%,-0.9,5.2%,3.3,5.1,7.7%
CCc1sc(C(=O)NCc2ccco2)cc1Br,-2.4,3.5%,-3.1,3.9%,-4.6,-1.0%,6.4,-5.2,u
O=C(CCl)NCc1c(Cl)cccc1-n1cccc1,-0.6,-16.9%,0.3,0.6%,12.9,6.0%,-2.0,9.5,u
CCOc1cc(C(=O)Nc2ccc3c(c2)OCO3)ccc1OC(F)F,0.4,-1.2%,-1.7,0.6%,26.0,0.8%,5.9,-2.9,20.6%
Cc1csc(SCC(=O)Nc2sccc2C#N)n1,1.0,u,0.0,2.0%,6.9,4.1%,-4.4,-8.2,0.0%[57.1 µM]
CCC(CC)C(=O)Nc1cccc(-c2cn3cccnc3n2)c1,0.0,u,-0.1,5.6%,x,146.2%[activator][57.1 µM],4.5,1.7,-10.6%[57.1 µM]
Cc1cc2c(=O)[nH]c(Cc3ccccc3)nc2s1,0.4,-9.7%,0.1,1.9%,0.6,6.0%[57.1 µM],-1.4,3.6,3.0%[57.1 µM]
CCOc1ccc2nc(SCC(=O)Nc3cccc(S(=O)(=O)NC4=NCCCCC4)c3)[nH]c2c1,-0.6,-13.8%,-0.8,-1.2%,-3.9,3.4%,-0.7,-10.9,40.0%[activator]
Cc1c(C(=O)NCc2ccccc2Cl)sc2nc3n(c(=O)c12)CCCCC3,0.3,-4.5%,-0.7,-13.1%,x,-4.2%[11.4 µM],-2.5,-8.5,4.9%
CN(Cc1ccccc1Br)C(=O)CSc1nnnn1C1CC1,-1.0,-21.8%,x,1.3%,x,3.1%,-19.9,-1.4,20.3%
C=CCn1c(SCC(=O)c2cc(C)n(C)c2C)nnc1-c1ccncc1,-0.2,-32.7%,0.1,8.2%,7.9,8.7%[57.1 µM],-1.6,4.8,16.9%[57.1 µM]
COc1cc(OC)cc(-c2nnc(SCc3c(F)cccc3Cl)o2)c1,0.8,5.5%,1.4,2.4%,8.8,-6.8%,-14.3,-0.5,-3.6%
O=C(CSc1nnc(CNC(=O)C23CC4CC(CC(C4)C2)C3)n1-c1ccc(F)cc1)Nc1ccccc1,-0.5,-20.7%,1.9,-0.4%,18.7,9.2%,1.4,-0.6,19.6%
CCOc1ncccc1C(=O)OCc1ccc(C#N)cc1,0.0,-13.5%,0.9,3.7%,3.2,5.4%[57.1 µM],2.2,-0.2,-1.0%[57.1 µM]
CC(=O)c1ccc(-n2nnnc2SCC(=O)Nc2cccc(NC(=O)c3ccco3)c2)cc1,-0.4,-5.3%,-0.2,-1.0%,-0.1,-6.8%,-0.2,0.2,0.7%
Cc1ccc(S(=O)(=O)N2CCCC(C(=O)N3CCN(c4ccccc4)CC3)C2)cc1 (stereo unspecified),0.5,-4.7%,-0.8,5.7%,-3.1,-2.7%,-0.3,0.9,-7.7%
Cc1c(Br)c(C(F)(F)F)nn1CC(=O)N(C)C1CCCCC1,0.1,-25.7%,-0.3,3.7%,8.3,2.7%,-9.5,2.9,14.2%
Cc1ccc(S(=O)(=O)N2C(=O)c3cccc4cccc2c34)cc1,0.1,-5.9%,x,18.8%,x,-3.0%,-3.7,-8.5,-2.1%
CC(=O)Nc1ccc(S(=O)(=O)NNC(=O)COc2cc(C)ccc2C(C)C)cc1,0.1,-9.0%,-0.6,-2.8%,-0.9,0.0%[57.1 µM],8.1,-8.8,7.3%[57.1 µM]
Cc1cc(NS(=O)(=O)c2ccc(NC(=O)c3ccccc3C)cc2)nc(C)n1,0.3,-3.6%,x,-9.5%,x,-0.5%,10.7,-1.9,11.9%
Cc1cc(C)n(-c2cc(N3CCN(C(=O)c4ccccc4C)CC3)ccc2[N+](=O)[O-])n1,x,-13.6%,x,3.9%,x,1.1%,x,-6.3,7.9%
Cn1c(=O)n(C)c2cc(S(=O)(=O)N3CCCc4ccccc43)ccc21,-0.6,-5.5%,0.1,2.1%,-6.2,6.6%,-1.9,10.4,10.5%
CNc1nnc(-c2cc3ccccc3oc2=O)s1,5.0,-16.7%,9.2,16.3%,-10.9,10.8%[57.1 µM],-2.6,-1.5,9.0%[57.1 µM]
O=C(CCn1nc(-c2ccccc2)ccc1=O)N1CCN(c2ccccc2)CC1,-0.4,u,-0.4,13.2%,-0.5,-3.9%,-3.7,-1.9,-2.6%
CCc1ccc(CNCc2c(C(=O)O)n(Cc3ccc(C)cc3)c3cc(C)ccc23)cc1,0.2,-18.0%,1.0,-15.5%,x,-11.4%,5.2,10.7,-1.9%
Cn1ccc(C(=O)N/N=C/c2cccnc2)n1,1.6,-18.8%,2.1,4.6%,2.3,-2.7%,0.1,-3.4,12.4%
Cc1ccc(CN2CCNC(=O)C2CC(=O)NC2CCCCCC2)o1 (stereo unspecified),0.0,-8.1%,0.5,1.1%,-6.7,5.6%,-5.3,-1.3,22.4%
CC(=O)c1ccc(N2CCN(c3ncnc4c3nc3n4CCCC3)CC2)cc1,-0.2,-15.6%,-0.7,4.2%,x,-10.1%,-3.2,-2.3,-4.8%
Cc1cc(NC(=O)c2ccccc2F)ncc1NC(=O)c1cccs1,-0.8,-10.1%,0.6,9.2%,11.3,-0.2%,-4.8,-2.6,10.5%
CN(C)c1ccc(CN(C(=O)C2COc3ccccc3O2)C2CCS(=O)(=O)C2)cc1 (stereo unspecified),-1.0,-4.3%,-0.6,-0.3%,-23.8,9.5%,-8.9,5.7,u
CCOC(=O)COc1ccc(-c2nnc(-c3ccccc3)o2)cc1,0.3,-8.5%,-0.5,-3.0%,-3.3,30.9%[activator],1.6,1.7,6.8%

# Sorted by value in TrxR1 substrate (ascending): 3 from the list above.
SMILES	TRHR ag	USP1-UAF1 inh	IDH1 R132H inh	D2 antag	TrxR1 substrate	TRHR enhancer	PI4K2A block	TrxR1 inh
CC(=O)c1ccc(N2CCN(c3ncnc4c3nc3n4CCCC3)CC2)cc1	-0.2	-15.6%	4.2%	x	-10.1%	-3.2	-2.3	-4.8%
Cc1cc(NC(=O)c2ccccc2F)ncc1NC(=O)c1cccs1	-0.8	-10.1%	9.2%	11.3	-0.2%	-4.8	-2.6	10.5%
Cc1ccc(CN2CCNC(=O)C2CC(=O)NC2CCCCCC2)o1 (stereo unspecified)	0.0	-8.1%	1.1%	-6.7	5.6%	-5.3	-1.3	22.4%

# (more compounds)
Compound,TRHR ag,USP1-UAF1 inh,D2 agonist,IDH1 R132H inh,D2 antag,TrxR1 substrate,TRHR enhancer,PI4K2A block,TrxR1 inh
COc1ccc(C2NN=C(c3ccc(C)cc3)S2)cc1OC (stereo unspecified),-0.2,-18.7%,0.0,-3.3%,8.6,14.6%,-7.9,-2.7,26.0%[57.1 µM]
O=C(Nc1c(C(=O)N2CCCCC2)cnn1-c1ccccc1)c1ccccc1F,0.0,-14.2%,0.6,4.5%,-16.2,0.5%,-5.0,-0.8,18.0%
O=C(Nc1ccccc1C(=O)NCc1ccccc1)c1ccco1,-1.0,-17.3%,0.7,5.4%,-4.9,-16.0%,-7.1,-4.1,-23.3%
O=[N+]([O-])c1ccc2[nH]ncc2c1,0.7,-3.1%,0.3,10.2%,0.3,-9.2%,3.6,1.8,11.1%[57.1 µM]
Cc1noc(C)c1S(=O)(=O)NC1CCN(Cc2ccccc2)CC1,0.5,-23.2%,0.7,-5.3%,8.6,9.0%[57.1 µM],6.3,1.8,3.0%[57.1 µM]
CCOC(=O)C1(Cc2ccccc2C)CCCN(C(=O)c2ccccn2)C1 (stereo unspecified),-0.4,-24.1%,1.1,9.2%,-2.2,3.7%,3.9,-20.0,-8.9%
O=C(O)c1cnn2c1C(=O)N(Cc1cccs1)CC2,0.1,12.9%,-0.3,16.5%,0.2,4.4%[57.1 µM],2.9,1.1,19.8%[57.1 µM]
